Screening data (PubChem)
ERK EGF inh: inhibitors of EGF-stimulated ERK signaling pathway; AID 1454; 0.41% of 130,000 active; Potency, µM (top dose mostly 11.5 µM), inactives show top-dose activity change, negative = inhibition, hits mostly inhibitors; HEK293-V1b, EGF-stimulated phospho-ERK AlphaScreen; active = well fitted inhibition curve with a large enough effect; inconclusive = small, poorly fitted or top-dose-only effect, or effect the other way;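 also: plate controls were stimulated vehicle wells for no effect and unstimulated vehicle basal for full effect; nearly all actives have a fitted effect of over 55% in size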
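V1b-HEK293, 1% FBS o/n; cpd 30 min 37C; EGF 25 nM final, 5 min; lyse 10 min; AlphaScreen beads 5 h RT. Normalized DMSO basal vs EGF max; Hill AC50.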
Numbers without * were called inactive; ? = inconclusive; [ ] = another dose, or the depositor's remark. Potency is read from the fitted curve at half-maximal effect.

SMILES,ERK EGF inh
C=CCOC(=O)NC(c1ccc(F)c(F)c1)C(C(C)=O)C(=O)OC (centres undefined),-11%
Cn1c(-c2ccccc2)n[nH]c1=S,-1%[57.5 µM]
CCOC(=O)Cc1csc(NC(=O)c2ccc(S(=O)(=O)N(CCOC)CCOC)cc2)n1,8%
Cc1ccc(C(=O)Cn2nnc3ccccc32)cc1[N+](=O)[O-],-31%[57.5 µM]
O=C(Nc1ccc2c(c1)OCO2)N1CCN(c2ccc(F)cc2)CC1,3%
CC(C(=O)Nc1nncs1)N1C(=O)C2C3C=CC(C3)C2C1=O (centres undefined),2%
COc1cccc(CNCc2cccnc2)c1OCc1ccccc1,-10%
O=C(Nc1cccnc1)c1ccc(-c2ccc(Cl)cc2)o1,?
Cc1cc(/C=N/n2cnnc2)c(O)c([N+](=O)[O-])c1,7%
Cn1nnc(NC(=S)NC(=O)c2cc3ccccc3o2)n1,13%[57.5 µM]
COc1ccc(C2CC(c3ccc(Br)cc3)=NN2C(=O)CSC2=NCCS2)cc1 (centres undefined),-3%
CCOC(=O)c1cnc2c(OC)cccc2c1N1CCN(c2ccccn2)CC1,?
O=C(NCc1ccco1)c1ccc2c(c1)CCO2,-1%[57.5 µM]
CC(=O)c1cccc(NC(=S)NNC(=O)c2ccc(C)c([N+](=O)[O-])c2)c1,?
CC(C)N(CCn1c(SCC(=O)N2CC(=O)Nc3ccccc32)nc2ccccc2c1=O)C(C)C,3%
Cc1nc2ccccn2c1C(=O)C(=O)Nc1cc(F)ccc1F,-4%
CCOC(=O)c1c(C)[nH]c(C(=O)COC(=O)/C=C/c2ccc(O)c(OC)c2)c1C,4%
CCN(CC)CCn1c(/N=C/c2cc(Br)ccc2O)nc2ccccc21,0%
Cc1nn(S(=O)(=O)c2cccc([N+](=O)[O-])c2)c(C)c1Br,?
O=C(Nc1ccncc1)c1ccc2ccccc2c1,-12%
CCOc1ccc(S(=O)(=O)/N=C(\N)c2ccccc2)cc1,-28%[57.5 µM]
CCOC(=O)CN(C(=O)CNC(=O)c1cccs1)C(C(=O)NC1CCCC1)c1ccncc1 (centres undefined),6%
Cc1nnsc1C(=O)Nc1cc(Cl)ccc1Cl,13%
O=C(NC1=NCCS1)c1ccc(Cl)c(S(=O)(=O)N2CCCC2)c1,-5%[57.5 µM]
CS(=O)(=O)N(CC(=O)NC1CCCC1)C1CCCCC1,-18%
CS(=O)(=O)N(CC(=O)N1CCCCC1)Cc1ccc(Cl)cc1,5%
COc1cc(NC(=S)N2CCN(CCO)CC2)c(OC)cc1Cl,-10%
O=C(/C=C/c1ccc(O)c(O)c1)O[C@@H]1C[C@@](O)(C(=O)O)C[C@H](O)[C@@H]1O,-5%
Cc1ccc(OCC(=O)Nc2ccc3c(c2)OCCO3)cc1C,-2%
N[C@@H](CSS(=O)(=O)O)C(=O)O,-29%
COC(=O)c1ccc(CSc2nnc(NC(=O)C3CC(=O)N(c4ccc5c(c4)OCCO5)C3)s2)cc1 (centres undefined),-1%
NNC(=O)c1sc2cc(C(F)(F)F)cnc2c1-c1cccnc1,10%[57.5 µM]
Cc1ncc(CO)c(/C=N/NC(=O)c2cc(O)c(O)c(O)c2)c1O,4%
Cc1cc2nc(-c3cccnc3SCC(=O)NC(C)C)[nH]c2cc1C,-1%
COc1cccc(CC2(CO)CCCN(Cc3cn[nH]c3-c3cc(C)ccc3C)C2)c1 (centres undefined),-6%
COc1ccc(-c2onc(C)c2-c2ccc(C(=O)OC(C)C)o2)c(O)c1,-5%[57.5 µM]
COCCCNC(=O)C(=O)N/N=C/c1cc2c(cc1Br)OCO2,-2%
Cc1c(CCOC(=O)c2ccccc2)sc[n+]1Cc1ccccc1,-9%
O=C(CC1C(=O)NCCN1C/C=C/c1ccccc1)NCCc1cccnc1 (centres undefined),-5%
O=C(O)c1cccc(NC(CNS(=O)(=O)c2ccc(Cl)cc2)c2ccccc2)c1 (centres undefined),0%
O=C(NCc1ccccc1)c1cc(S(=O)(=O)N2CCCCC2)ccc1N1CCOCC1,8%
O=C(NCc1ccccc1)C1CCCN(S(=O)(=O)c2cccc3nonc23)C1 (centres undefined),-2%
COC(=O)[C@@]1(Cc2ccc(OC)cc2)[C@H]2c3cc(C(=O)N(C)C)n(CCF)c3C[C@H]2CN1C(=O)c1ccccc1,-4%
Cc1ccc(Oc2ncnc(N)c2[N+](=O)[O-])cc1,-2%
COc1cc2nc(=S)n(CCCN3CCOCC3)c(N)c2cc1OC,-2%
COc1ccccc1CNC(=O)c1ccc(OC(F)F)c(OC)c1,12%
CCc1ccc(S(=O)(=O)NCc2ccc(N3CCN(C)CC3)cc2)cc1,12%[57.5 µM]
COCCN1Cc2cccc(C(=O)NC3CCCCCC3)c2C1=O,11%
Cn1cnnc1Sc1ccc(C(=O)OCC(=O)Nc2cc(Cl)cc(Cl)c2)cc1[N+](=O)[O-],-3%
Cc1sc(NC(=O)c2ccco2)c(C(Nc2ccccn2)c2ccccc2)c1C (centres undefined),-2%
CCCCCC(=O)NNC(=S)NC(=O)c1ccc([N+](=O)[O-])cc1,2%
Cc1ccc(C(=O)NCc2nnc(SCC(=O)NC(C)c3ccccc3)n2C)cc1 (centres undefined),0%
CC1(C)C2CCC(C2)C1C/C=N/NC(N)=S (centres undefined),1%[57.5 µM]
COc1ccc(N/C=C2/Sc3ccccc3NC2=O)cc1,-2%
CC(=O)c1ccc(N2CCN(C(=O)CCCc3nc4ccccc4s3)CC2)cc1,14%
O=C(NC(=S)Nc1ccc2cn[nH]c2c1)c1ccccc1,-24%
COc1ccc2nc(NC(=O)Cn3cnc4ccccc4c3=O)sc2c1,5%[57.5 µM]
COc1ccc(NC(=O)c2[nH]ncc2[N+](=O)[O-])cc1,14%
CCOC(=O)Cn1nc(C)n(-c2c(C)cccc2C)c1=O,6%
Cc1ccc(SC(CC(=O)c2ccc(C(C)(C)C)cc2)C(=O)O)cc1 (centres undefined),1%

Next section.
SMILES,ERK EGF inh
CCN1C(=O)N(CC)C2C1N(CO)C(=O)N2CO (centres undefined),-6%
O=C(Nc1ccc(C(=O)O)cc1)/C(=C\c1ccc2c(c1)OCO2)NC(=O)c1ccco1,13%
O=C(Nc1ccccc1F)C(=Cc1sc(N2CCOCC2)nc1-c1ccccc1)C(=O)Nc1ccccc1F,5%
COC(=O)c1nn(-c2ccc(F)cc2)ccc1=O,-14%[57.5 µM]
CCOC(=O)c1cn(CC)c2cc(F)c(F)cc2c1=O,5%[57.5 µM]
O=C(/C=C/c1ccccc1Cl)N1CCCN(C(=O)/C=C/c2ccccc2Cl)CC1,6%
CN(CC(=O)OCC(N)=O)S(=O)(=O)c1ccc(Cl)cc1,-7%
N#Cc1c(NC(=O)c2ccccc2)sc2c1CCCCC2,3%
CC/C(C)=N\N=C\c1c(O)n(CC)c2cc(C3=NNC(=O)CC3)ccc12,7%
COCCn1c(-c2ccc(OC)cc2)cnc1SCC(=O)Nc1ccc(OC)cc1OC,-2%
O=C1C=C(O)C(n2cncn2)C(c2ccc3c(c2)OCO3)C1 (centres undefined),7%
CC1=CN2C(=NC(=O)CC2(C)C(=O)N(CC(=O)NC2CCCC2)c2cc(C)cc(C)c2)C=C1 (centres undefined),-3%
COC(=O)/C=C1\S/C(=N/N=C/c2ccco2)NC1=O,-5%
CCCC(=O)NCCc1c2n(c3ccc(OC)cc13)CCCc1ccccc1-2,?
CCOC(=O)C1CCN(c2c(-c3ccccc3)c3cc(Cl)ccc3[nH]c2=O)CC1,2%
Fc1ccc(Nc2nc(N/N=C/c3ccco3)nc(N3CCCCC3)n2)cc1,-2%
Brc1ccc2c(c1)OCCOCCOCCOCCOCCO2,-10%
NC(=O)c1c(NC(=O)C2COc3ccccc3O2)sc2c1CCN(Cc1ccccc1)C2 (centres undefined),-3%
O=C(/C=C/c1ccc([N+](=O)[O-])cc1)NCc1ccc2c(c1)OCO2,-7%
O=C(Cc1c[nH]c2ccccc12)NCc1ccc(Cl)cc1,-2%
CCc1cccc(CC)c1-n1c(SCC(=O)c2c(N)n(C)c(=O)n(C)c2=O)nnc1-c1cccnc1,-9%
CCc1ccc2c(c1)c1nnc(NN)nc1n2CC,3%
COCCNC(=S)N/N=C(\C)c1ccc(Cl)s1,-11%[57.5 µM]
Cc1sc2nc(CSc3nc4ccccc4s3)[nH]c(=O)c2c1C,-4%
CCC(O)CNC(=O)NC(=C(Cl)Cl)c1ccc(C)c(F)c1 (centres undefined),0%
CCc1ccc(NC(=O)COc2ccc(Br)cn2)cc1,-7%
CCCCNC(=O)C1(NC(=O)Nc2ccccc2)CCCCC1,3%
CCOC(=O)C1(Cc2ccccc2C(F)(F)F)CCN(Cc2ccc(COC)o2)CC1,-19%[57.5 µM]
O=C1CN(C(=O)COC(=O)/C=C/c2ccc(OC(F)F)cc2)c2ccccc2N1,1%
O=C(NC(c1ccc(Cl)cc1)c1cc(Cl)c2cccnc2c1O)c1cccnc1 (centres undefined),-2%
Cc1ccc(C)c(NC2=NCC(=O)N2C2CCCCC2)c1,11%
CCn1nc(NC(=O)c2cccs2)c2cc3ccccc3nc21,?
Cn1c(CNC(=O)c2ccccc2F)nnc1SCCOc1ccccc1,-6%
Cc1ccc(S(=O)(=O)CCc2nc3ccccc3s2)cc1,2%
Cc1ccccc1-c1n[nH]c(=S)n1/N=C/c1c(C)nn(-c2ccccc2)c1C,2%
S=c1[nH]nc(-c2ccc3ncccc3c2)n1-c1ccc2c(c1)OCCO2,3%
NS(=O)(=O)c1ccc(CCNC(=O)CSc2cccs2)cc1,13%
CCCN(CCC)CCCNC(=O)C1c2cc(OC)c(OC)cc2C(=O)N(C)C1c1cccnc1 (centres undefined),7%
Cc1c(C(=O)N2CCC(C)CC2)sc2ncnc(N(C)c3ccccc3)c12,4%
OCC1(Cc2ccc(Cl)cc2)CCN(Cc2ccccc2F)CC1,-9%
Cc1nnc(SCC(=O)Nc2c(C)n(C)n(-c3ccccc3)c2=O)n1Cc1ccccc1,1%
Cc1cnc(C(=O)OCC(=O)N(Cc2ccccc2)C(C)C)cn1,-6%
Cn1c(=NC(=O)COc2ccccc2)sc2cc(F)cc(F)c21,-3%[57.5 µM]
CCN1C(=O)C(CC(=O)Nc2ccc(F)cc2)N(CCCN2CCN(c3ccc(F)cc3)CC2)C1=S (centres undefined),4%
COc1ccc(CNC(=O)c2ccccc2C(=O)O)cc1,8%
Cc1cc(/C=C\c2ccc3cc(N(C)C)ccc3[n+]2C)c(C)n1-c1ccccc1,?
CO[C@]1(NC(=O)[C@H](C(=O)O)c2ccc(O)cc2)C(=O)N2C(C(=O)O)=C(CSc3nnnn3C)CO[C@H]21,-5%[25.7 µM]
O=C(NCc1ccccc1)C1=C[C@H](c2ccc3c(c2)OCO3)C[C@H](OCCCCO)O1,-9%[57.5 µM]
O=C(COC(=O)CCS(=O)(=O)c1ccc(Cl)cc1)NCCc1ccccc1,-12%
CCN(CC)S(=O)(=O)c1cccc(NC(=O)COc2ncnc3sccc23)c1,-1%
COc1cc(CNC(C)(C)CO)cc(Br)c1OCc1ccc(Cl)cc1,?
CC1CN(CCOc2ccc([N+](=O)[O-])cc2)CC(C)O1 (centres undefined),-7%
C=CCN1C(=O)C(CC(=O)Nc2ccc(OC)cc2)SC1=Nc1ccc(S(N)(=O)=O)cc1 (centres undefined),?
OCC1(CO)COC(c2ccccc2)=N1,4%
CN(C)CC(C)(C)CNC(C(=O)Nc1ccc(Cl)cc1C(F)(F)F)c1ccccc1 (centres undefined),-3%
CCCc1nnc(SCC(=O)N2CCCC2)n1Cc1ccco1,1%
COCCNC(=S)Nc1cccc2cnccc12,-1%
Cc1ccccc1C(=O)NC(NC(=O)c1ccccc1C)c1cccc([N+](=O)[O-])c1,1%
O=C(NCc1cccs1)C1CCN(S(=O)(=O)c2ccc(Cl)cc2)CC1,9%
O=C1CC(c2ccccc2Cl)CC(O)=C1C=Nc1ccccc1 (centres undefined),?

An excerpt taken from the entries so far, for reference:
SMILES,ERK EGF inh
CO[C@]1(NC(=O)[C@H](C(=O)O)c2ccc(O)cc2)C(=O)N2C(C(=O)O)=C(CSc3nnnn3C)CO[C@H]21,-5%[25.7 µM]
O=C(NCc1ccccc1)C1=C[C@H](c2ccc3c(c2)OCO3)C[C@H](OCCCCO)O1,-9%[57.5 µM]
O=C(COC(=O)CCS(=O)(=O)c1ccc(Cl)cc1)NCCc1ccccc1,-12%
CCN(CC)S(=O)(=O)c1cccc(NC(=O)COc2ncnc3sccc23)c1,-1%
COc1cc(CNC(C)(C)CO)cc(Br)c1OCc1ccc(Cl)cc1,?
CC1CN(CCOc2ccc([N+](=O)[O-])cc2)CC(C)O1 (centres undefined),-7%

Later entries
SMILES,ERK EGF inh
FC(F)(F)c1cccc(N/N=C/c2ccccc2)c1,0%
COc1cc(NC(=O)COC(=O)/C=C/c2ccc(Cl)cc2Cl)cc(OC)c1,5%
CN(C)C(CNc1ncnc2sccc12)c1cccs1 (centres undefined),-5%
Nc1nonc1OCCOCCOCCOc1nonc1N,5%[57.5 µM]
O=C(Oc1ccccc1/C=C\C(=O)c1cc2ccccc2o1)c1cccc(F)c1,-3%

Fetched by compound from above:
SMILES,ERK EGF inh
FC(F)(F)c1cccc(N/N=C/c2ccccc2)c1,0%
O=C(Oc1ccccc1/C=C\C(=O)c1cc2ccccc2o1)c1cccc(F)c1,-3%

A portion of the library; rates above refer to the full screens.
